# TRPC4 inh: inhibitors of mouse TRPC4 channel, primary screen, Fluo4 calcium, HEK293 TRPC4beta/mu-opioid cells; Short transient receptor potential channel 4 (Mus musculus), Q9QUQ5; DAMGO-evoked Fluo4 calcium flux; active compounds read low; B-score at 10 µM; actives 0.39% (n = 300,000); AID 2247, 2010;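 active = B-score over 3 SD under the library average, no early fluorescence shift, positive overall ratio signal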
# Target sequence (Q9QUQ5 whole entry, looked up): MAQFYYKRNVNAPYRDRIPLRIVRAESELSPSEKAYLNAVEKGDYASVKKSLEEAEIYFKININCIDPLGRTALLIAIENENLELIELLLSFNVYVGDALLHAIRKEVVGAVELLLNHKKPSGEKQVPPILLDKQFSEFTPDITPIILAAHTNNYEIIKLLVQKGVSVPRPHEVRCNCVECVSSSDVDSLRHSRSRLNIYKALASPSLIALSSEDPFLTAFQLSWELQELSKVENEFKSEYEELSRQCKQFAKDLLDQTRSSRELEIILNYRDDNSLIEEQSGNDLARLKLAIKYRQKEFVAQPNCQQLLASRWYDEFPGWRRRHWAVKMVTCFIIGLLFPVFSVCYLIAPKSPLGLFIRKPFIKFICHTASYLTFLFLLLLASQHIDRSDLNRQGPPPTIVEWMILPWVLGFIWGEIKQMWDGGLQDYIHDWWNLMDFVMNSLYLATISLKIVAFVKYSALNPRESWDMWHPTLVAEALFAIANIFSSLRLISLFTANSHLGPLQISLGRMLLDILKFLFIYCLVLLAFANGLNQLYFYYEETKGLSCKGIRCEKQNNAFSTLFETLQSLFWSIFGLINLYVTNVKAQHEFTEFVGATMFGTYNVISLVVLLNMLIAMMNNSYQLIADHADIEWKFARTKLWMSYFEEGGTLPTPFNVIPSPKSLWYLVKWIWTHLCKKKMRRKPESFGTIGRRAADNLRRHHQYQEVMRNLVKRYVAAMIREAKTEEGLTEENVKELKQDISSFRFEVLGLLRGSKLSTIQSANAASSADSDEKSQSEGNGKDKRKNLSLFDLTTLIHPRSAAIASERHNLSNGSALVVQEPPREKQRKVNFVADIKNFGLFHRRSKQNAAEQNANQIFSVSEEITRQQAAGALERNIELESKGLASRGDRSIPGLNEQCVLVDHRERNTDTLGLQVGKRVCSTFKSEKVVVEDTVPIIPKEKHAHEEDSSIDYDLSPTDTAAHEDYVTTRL
#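 Material: HEK293 cells with stable TRPC4beta plus mu-opioid receptor expression / Probe or stimulus: DAMGO in two steps, submaximal then maximal / Compound: single concentration per test compound / Technique: kinetic Fluo4 fluorescence imaging of calcium influx / Read-out: per-well B score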
# MrgX1 allo act: positive allosteric modulators of MrgX1, primary screen, HEK293 cells, Fluo-4 calcium flux; AID 588675, 2011; FDSS; active compounds read high; B-score at 10 µM; actives 0.63% (n = 310,000);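 active = plate-corrected calcium response at least 3 library SD above typical, normal starting fluorescence, not activating the receptor alone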;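 note: compound read alongside a low EC10 to EC30 dose of BAM8-22 agonist; peak minus trough fluorescence over baseline measured at the second addition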
# AI-2 QS modul: Vibrio harveyi AI-2 quorum sensing modulators, primary screen, JMH597 strain, luminescence/OD600 ratio | actives 0.4% (n = 300,000) | activity change, % at 7.5 µM | Vibrio harveyi JMH597 AI-2 luminescence/OD600 ratio, 9 h; active compounds read low; strain lacks LuxN and CqsS sensors; 0 = neutral-control median | AID 2094, 2009; in the data active = activity change below about -75%, passing the limit was not always enough;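 note: luminescence divided by OD600 gain over 9 h not by final OD600 alone; inactives centre near 13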
# HIF act: HIF pathway transcriptional activators, primary screen, cell-based, U2OS HRE-luciferase, luminescence. U2OS HRE-luciferase reporter; normalized: DMSO 0%, desferrioxamine 100%. activation, % at 7.5 µM (by protocol). actives 0.32% (n = 300,000);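 active = mean activation of at least 10% of the iron chelator positive control signal, with at least half of replicates also reaching 10%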
# TRPC6 inhibitor: mouse TRPC6 channel inhibitors, primary screen, cell-based, HEK293, membrane potential dye. ACh-evoked depolarization; active compounds read low. actives 1.1% (n = 310,000). B-score at 10 µM. Short transient receptor potential channel 6 (Mus musculus), Q61143;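 active = B-score under library mean minus 3 SD, initial fluorescence not abnormally high, positive integrated signal ratio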;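 note: B-score derived from integrated fluorescence ratio over the kinetic read; more negative B-score means stronger inhibition of depolarization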
# TRPC6 activator: mouse TRPC6 channel activators, primary screen, cell-based, HEK293, membrane potential dye; HEK293-TRPC6 membrane potential dye fluorescence; active compounds read high; B-score at 10 µM; actives 0.13% (n = 310,000);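 active = B-score of the integrated fluorescence ratio above library mean plus 3 SD, and starting fluorescence ratio within library mean plus 5 SD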;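 note: higher score means more depolarization so channel activation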
# TRPC4 potent: positive allosteric modulators of TRPC4, primary screen, cell-based, mouse TRPC4beta, HEK293 mu-opioid, Fluo-4 calcium; Short transient receptor potential channel 4 (Mus musculus), Q9QUQ5; DAMGO EC20, Fluo-4 Ca2+ flux; active compounds read high; B-score at 10 µM; actives 0.42% (n = 310,000); AID 2227, 2009;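 active = B-score of calcium response area above 5 SD of library B-scores, with initial fluorescence ratio within 5 SD of library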;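 note: B-score of integrated fluorescence ratio over time as area under calcium response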
# MrgX1 ag: agonists of human MrgX1 receptor, primary screen, HEK293 cells, Fluo-4 calcium flux; AID 588627, 2011; Mas-related G-protein coupled receptor member X1 (Homo sapiens), Q96LB2; actives 0.44% (n = 310,000); B-score at 10 µM; Fluo-4 calcium fluorescence, agonist mode; active compounds read high;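 active = calcium response B-score plate-corrected fluorescence ratio at least 3 library SD, with starting fluorescence B-score inside 5 SD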
#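 Material: MrgX1-expressing HEK293 cells / Dosing: compound as first of three additions / Incubation: overnight seeding, then 1 h dark dye loading / Signal: Fluo-4 NW calcium fluorescence / Evaluation: B-scored fluorescence response ratio / Benchmarks: positive and negative control wells on each plate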
# PolyA inh: polyadenylation inhibitors in yeast reporter cells, primary screen, luminescence, S. cerevisiae; S. cerevisiae SKY197-pL101 polyadenylation reporter, beta-gal luminescence; efflux-impaired pdr1/pdr3 knockout yeast; score 100 = 6 SD above DMSO; calls only at 12 µM; actives 0.02% (n = 300,000); AID 1875, 2009;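 active = lowest replicate activity score at least 50, where 100 means six control SD above control mean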;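 note: yeast exposed to compound for 9 h at 30 °C; higher score means more reporter readthrough which indicates perturbed polyadenylation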
# TRPC4 act: activators of mouse TRPC4 channel, primary screen, Fluo4 calcium, HEK293 TRPC4beta/mu-opioid cells; Fluo4 calcium fluorescence; active compounds read high; actives 0.49% (n = 310,000); B-score at 10 µM;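 active = B-score above 5 SD of library B-scores, and initial fluorescence ratio not above library mean plus 5 SD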;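 note: positive B-score marks a calcium rise read as TRPC4 activation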
#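 Incubation: 45 min room-temperature Fluo4 loading, 110 s read / System: HEK293 cells stably co-expressing mouse TRPC4beta and mu-opioid receptor / Signal: Fluo4 fluorescence, kinetic / Control set: buffer (low) and maximal DAMGO (high) / Measure: integrated baseline-normalised fluorescence ratio, converted to per-well B score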
# MrgX1 antag: antagonists of human MrgX1 receptor, primary screen, HEK293 cells, Fluo-4 calcium flux; BAM8-22 antagonism; active compounds read low; B-score at 10 µM; actives 1.3% (n = 310,000);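 active = calcium-response B-score plate-corrected more than 3 library SD below zero, starting fluorescence within 5 deviations, no agonist response on first addition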;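 note: peak minus trough fluorescence over baseline after final BAM8-22 challenge near maximal dose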
# Starred values were filed as active, the others as inactive; i = inactive; x = not tested or not shown. This is a subset (hit frequency here may not be typical).
SMILES,TRPC4 inh,MrgX1 allo act,AI-2 QS modul,HIF act,TRPC6 inhibitor,TRPC6 activator,TRPC4 potent,MrgX1 ag,PolyA inh,TRPC4 act,MrgX1 antag
CCOc1nc(-c2ccccc2)ccc1-c1noc(-c2ccco2)n1,i,i,3,-0.5,i,i,i,i,i,i,i
Cc1cccc2nc(C(F)(F)F)nc(=O)n12,i,i,24,-0.7,i,i,i,i,i,i,i
COC(=O)Cc1ccc(NC(=S)NN2CCOCC2)cc1,i,i,20,-0.2,i,i,i,i,i,i,i
Cc1cc(=O)oc(C)c1C(=O)NCc1ccco1,i,i,31,-0.2,i,i,i,i,i,i,i
CC(C)(C)C(=O)N1CCN(c2ncccc2C(F)(F)F)CC1,i,i,24,-0.2,i,i,i,i,i,i,i
COc1cccc(N2C(=O)C3CCCN3C2c2ccc(Cl)cc2)c1 (stereo not drawn),i,i,23,0.2,i,i,i,i,i,i,i
Cn1c(Cc2ccccc2)nnc1SCC(=O)Nc1cccc(S(=O)(=O)NC2=NCCCCC2)c1,i,i,5,-0.4,i,i,i,i,i,i,i
CC1CCN(C(=O)c2ccc(SCc3ccccc3F)c([N+](=O)[O-])c2)CC1,i,i,7,0.0,i,i,i,i,i,i,i
Nc1cccc(-c2nc3ccc(N)cc3s2)c1,i,i,14,3.1,i,i,i,i,i,i,i
N#Cc1c(-c2ccccc2)c(-c2ccccc2)nn(CC(=O)NNC(=O)Nc2ccc(Cl)c(Cl)c2)c1=O,i,i,26,0.5,i,i,i,i,i,i,i
CCOc1ccc(CCNC(=O)c2ccc(F)c(S(=O)(=O)N3CCOCC3)c2)cc1OCC,i,i,12,0.0,i,i,i,i,i,i,i
CCOC(=O)c1[nH]c(C)c(C(=O)OCC(=O)N2CCCCC2C)c1C (stereo not drawn),i,i,15,-0.5,i,i,i,i,i,i,i

# Gathered by group, the compounds so far containing a Cl atom.
SMILES,TRPC4 inh,MrgX1 allo act,AI-2 QS modul,HIF act,TRPC6 inhibitor,TRPC6 activator,TRPC4 potent,MrgX1 ag,PolyA inh,TRPC4 act,MrgX1 antag
COc1cccc(N2C(=O)C3CCCN3C2c2ccc(Cl)cc2)c1 (stereo not drawn),i,i,23,0.2,i,i,i,i,i,i,i
N#Cc1c(-c2ccccc2)c(-c2ccccc2)nn(CC(=O)NNC(=O)Nc2ccc(Cl)c(Cl)c2)c1=O,i,i,26,0.5,i,i,i,i,i,i,i

# (more compounds)
SMILES,TRPC4 inh,MrgX1 allo act,AI-2 QS modul,HIF act,TRPC6 inhibitor,TRPC6 activator,TRPC4 potent,MrgX1 ag,PolyA inh,TRPC4 act,MrgX1 antag
O=S(=O)(c1ccc(Cl)cc1)N1CCN2CCCC2C1 (stereo not drawn),i,i,15,-0.2,i,i,34*,i,i,98*,i
CC(=O)c1cccc(NC(=O)C(=O)c2cn(CC(=O)N3CCCCC3)c3ccccc23)c1,i,i,9,1.2,i,i,i,i,i,i,i
Cc1ccc(S(=O)(=O)N2CCOCC2)cc1C(=O)NCc1ccc(F)cc1,i,i,35,-0.2,i,i,i,i,i,i,i
Cc1cc(C)n(Cc2cnc(N3CCOCC3)s2)n1,i,i,11,-0.6,i,i,i,i,i,i,i
COc1cccc(C(=O)NCC(=O)N/N=C/c2c(C)[nH]c3ccccc23)c1,i,i,11,-0.1,i,i,i,i,i,i,i
CC(=O)N1[C@H](C)C=C[C@]1(Cc1ccccc1)C(=O)NCc1cc(F)cc(C(F)(F)F)c1,i,i,38,-1.8,i,i,i,i,i,i,i
CCOC(=O)c1ccc(NC(=O)CN2C(=O)CCC2=O)cc1,i,i,20,x,i,i,i,i,x,i,i
CCCCCCCC(=O)N/N=C/c1ccncc1,i,i,-33,0.3,i,i,i,i,i,i,i
O=C(O)c1cc(S(=O)(=O)N(Cc2ccccc2)c2ccccc2Cl)ccc1Cl,i,i,5,-1.5,i,i,i,i,i,i,i
O=C(c1ccccc1)n1c(=O)cc[nH]c1=O,i,i,20,-1.0,i,i,i,i,i,i,i
CC1CCCCN1S(=O)(=O)c1ccc2c(c1)C(C)(C)C(=O)N2C (stereo not drawn),i,i,35,0.0,i,i,i,i,i,i,i
CNC(=O)CN(CCc1ccccc1)S(=O)(=O)c1ccc(OC)cc1,i,i,7,-30,i,i,i,i,i,i,i
Cn1c(=O)n(CC(=O)NCC2CCCO2)c(=O)c2c3c(sc21)COC(C)(C)C3 (stereo not drawn),i,i,15,0.0,i,i,i,i,i,i,i
COc1ccc(S(=O)(=O)N(C)c2ccc(C(=O)N3CCCCC3)cc2)cc1OC,i,i,32,0.2,i,i,i,i,i,i,i
CC1CCN(C(=O)COC(=O)Cc2c[nH]c3ccccc23)CC1,i,i,5,0.1,i,i,i,i,i,i,i
Cc1cc(CNC(=O)C2CCC(=O)N(CCc3cccc(F)c3)C2)nn1C (stereo not drawn),i,i,18,-0.8,i,i,i,i,i,i,i
COc1ccc(-c2cc(C(F)(F)F)nc(N3CCN(C)CC3)n2)cc1,i,i,14,-1.7,i,i,15*,i,i,i,i
c1ccc(COCCN2CCN(CCOCc3ccccc3)CC2)cc1,i,i,15,0.0,i,i,i,i,i,i,i
CC(=O)N1CCc2cc(S(=O)(=O)NC(C(=O)NC(C)c3ccccc3)C(C)C)ccc21 (stereo not drawn),i,i,15,0.0,i,i,i,i,i,i,i
Cc1c(C)c2ccc(OCC(=O)N(C)C3CCS(=O)(=O)C3)c(C)c2oc1=O (stereo not drawn),i,i,1,0.1,i,i,i,i,i,i,i
O=C(c1ccc(Br)o1)N1CCCc2ccccc21,i,i,5,0.0,i,i,i,i,i,i,i
CN(C)S(=O)(=O)c1cccc(COC(=O)c2cccnc2Cl)c1,i,i,13,0.1,i,i,i,i,i,i,i
O=C(c1cc(-c2ccc(Cl)cc2)n(-c2cc(Cl)ccc2Cl)n1)N1CCOCC1,i,i,15,0.6,i,i,i,i,i,i,i
O=C(CCCCCn1c(=O)[nH]c2ccccc2c1=O)NCCCN1CCN(c2ccccc2F)CC1,i,i,6,-1.2,i,i,i,i,i,i,i
COC(=O)Cn1ncc2c3ccccc3n(Cc3ccccc3)c2c1=O,i,i,22,0.4,i,i,i,i,i,i,i
CCOc1cc(N2CCOCC2)c(OCC)cc1NC(=O)CN1C(=O)NC(Cc2ccccc2)C1=O (stereo not drawn),i,i,8,0.0,i,i,i,i,i,i,i
CCN(CC)S(=O)(=O)c1ccc(NC(=O)c2nc3nc(C)cc(C)n3n2)cc1,i,i,27,0.1,i,i,i,i,i,i,i
Cc1cc(C)cc(NC(=O)C(OC(=O)Cn2cnc3c2c(=O)n(C)c(=O)n3C)c2ccccc2)c1 (stereo not drawn),i,i,23,0.4,i,i,i,i,i,i,i
CC1CCCCC1NS(=O)(=O)CCNC(=O)c1ccccc1 (stereo not drawn),i,i,10,0.1,i,i,i,i,i,i,i
O=C(Nc1ccccc1)C1=C(O)CC(c2ccoc2)CC1=Nc1ccccc1 (stereo not drawn),i,i,17,-0.3,i,i,i,i,i,i,i
Nc1nc(CCl)nc(Nc2ccccc2)n1,i,i,15,2.5,i,i,i,i,i,i,i
CC(C)OC(=O)CN1C(=O)S/C(=C/c2ccc(N3CCCCC3)o2)C1=O,i,i,17,-0.2,i,i,i,64*,i,i,i
CNS(=O)(=O)c1cccc(C(=O)OCC(=O)Nc2ccc(-c3nc4ccc(C)cc4s3)cc2)c1,i,i,26,-0.6,i,i,i,i,i,i,i
O=C(NC1CC1)C1=C[C@@H](c2csc3ccccc23)C[C@@H](OCc2ccc(CO)cc2)O1,i,i,20,-13,i,i,i,i,i,i,i
O=C(Nc1ccc2[nH]c(=O)[nH]c2c1)C(F)(F)F,i,i,15,0.2,i,i,i,i,i,i,i
O=S(=O)(O)Oc1c[nH]c2ccccc12,i,i,7,0.7,i,i,i,i,i,i,i
CCOc1ccc(C(=O)n2cnnc2N)cc1,i,i,-3,-0.6,i,i,i,i,i,i,i
O=C(Nc1sc2c(c1C(=O)O)CCCC2)c1ccc(Cl)cc1,i,i,7,0.3,i,i,i,i,i,i,i
O=C(NCCCN1CCOCC1)c1cc2c(s1)CSC2,i,i,21,0.1,i,i,i,i,i,i,i
CCCC(=O)C1=C(O)C(C(=O)OC)C(C)(C)CC1=Nc1ccncc1 (stereo not drawn),i,i,8,-0.5,i,i,i,i,i,i,i
COc1ccc(/C=C/C(=O)c2cc(Br)ccc2OC(=O)c2ccco2)cc1OC,i,i,4,0.6,i,i,i,i,i,i,i
COc1ccc(/C=N/NC(=O)C2c3ccccc3Oc3ccccc32)c(OC)c1,i,i,0,1.2,i,i,i,i,i,i,i
CSc1nnnn1-c1ccc(C)c(Cl)c1,i,i,-2,2.3,i,i,i,i,i,i,i
COc1cc(/C=N/Nc2nc(=O)[nH]nc2C)ccc1O,i,i,20,0.2,i,i,i,i,x,i,i
CC(C)CNC(=O)C(=O)NCc1ccccc1,i,i,16,0.7,i,i,i,i,i,i,i
O=C(NC(Cc1ccccc1)C(=O)O)/C(=C/c1ccc([N+](=O)[O-])cc1)NC(=O)c1ccco1 (stereo not drawn),i,i,9,-0.3,i,i,i,i,i,i,i
CN1CCN(c2nc3c(c(=O)[nH]c(=O)n3C)n2CC(N)=O)CC1,i,i,5,0.2,i,i,i,i,i,i,i
CCC(=O)N/C(N)=N/c1nc2ccccc2o1,i,i,61,-0.2,i,i,i,i,i,i,i

# Assay outcomes deposited in PubChem by several laboratories.
